Source: PubChem BioAssay
BaF3 tox = parental Ba/F3 viability inhibition as JAK2V617F counter-screen; CellTiter-Glo ATP luminescence; 1.1% of 220,000 active; inhibition, % at 5.6 µM;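 active = inhibition above a per-campaign cutoff, the mean inhibition of all tested compounds plus 3 SD, cut at about 27% in these data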;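 also: 0% = DMSO wells and 100% = JAK Inhibitor I control wells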
EP2 mod = modulators of human EP2 prostaglandin E2 receptor; P43116; EP2-expressing cells, cAMP HTRF FRET, PGE2 co-stimulation; induction, % at 25 µM; 0.83% of 260,000 active; AID 940;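 active = compounds whose cAMP rise, as percent of the full-agonist control response, exceeds 60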;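 also: rat C6 glioma line stably carrying human EP2 under a CMV promoter; the protocol text gives 20 µM as final concentration; 100% = response of wells given 1 µM PGE2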
Target sequence (P43116 whole entry, looked up): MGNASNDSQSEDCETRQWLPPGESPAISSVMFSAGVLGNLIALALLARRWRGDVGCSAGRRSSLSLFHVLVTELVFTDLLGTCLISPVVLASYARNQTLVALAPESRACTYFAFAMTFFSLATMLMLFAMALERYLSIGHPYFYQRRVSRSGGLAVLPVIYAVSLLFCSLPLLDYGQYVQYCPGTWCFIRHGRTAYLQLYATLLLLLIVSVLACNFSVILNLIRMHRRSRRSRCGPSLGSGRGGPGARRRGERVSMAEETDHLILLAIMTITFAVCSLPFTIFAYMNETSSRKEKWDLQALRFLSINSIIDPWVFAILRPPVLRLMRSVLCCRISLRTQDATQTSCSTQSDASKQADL
PERK inh = blocks human PERK kinase; 0.17% of 220,000 active; CHO PERK-DD fusion, SEAP luminescence translation reporter; Q9NZJ5; inhibition, % at 5.6 µM;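 active = inhibition above the mean inhibition of all tested compounds plus 3 SD, set separately per screening campaign, cut at about 2.9% in these data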;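 also: PERK kinase domain activated by AP20187 dimerizer at 100 nM; 0% = DMSO with dimerizer and 100% = rapamycin at 8.4 µM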
Calpain2 inh = calpain II (pig) inhibition; purified calpain II, fluorogenic peptide substrate, 30 min; 0.37% of 220,000 active; inhibition, % at 16 µM;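 active = inhibition above about 50%, limit read from the data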
Ba/F3 V617F tox = reduce viability of Ba/F3 cells dependent on JAK2V617F; Ba/F3 EpoR-JAK2V617F viability, ATP luminescence; inhibition, % at 5.6 µM; 1.1% of 220,000 active;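 active = inhibition above the campaign mean plus 3 SD over all tested compounds, cut at about 24% in these data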;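 also: cytokine-independent growth of Ba/F3 cells driven by EpoR plus mutant JAK2; 0% = DMSO-treated cells and 100% = JAK inhibitor I control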
TRPN1 ag = agonists of zebrafish TRPN1 channel | HEK293 zebrafish TRPN1-YFP, Fluo-8 calcium fluorescence; 100% = response to 87 µM carbachol | activation, % at 3 µM | 0.18% of 220,000 active | AID 1424;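 active = activation above its plate's cutoff, the mean activation of test wells on that plate plus 3 SD, cut at about 19% in these data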;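 also: 0% = DMSO alone and 100% = 87 µM carbachol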
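System: zebrafish TRPN1-YFP in HEK293 cells / Dosing: 3 µM single point / Timing: dye loading 1 h at 37 °C, then 30 min room temperature / Signal: Fluo-8 calcium fluorescence, excitation 470-495 nm, emission 515-575 nm / Read-out basis: percent activation from peak over basal fluorescence ratio, control-normalized / Control set: high carbachol 87 µM, low DMSO alone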
S1P4 agonist = agonists of human S1P4 receptor | O95977 | S1P4-expressing cell line, agonist reporter assay | activation, % at 4.98 µM | 0.35% of 220,000 active; in the data active = activation above about 11%;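 also: 0% = DMSO vehicle and 100% = reference agonist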
TRPML3 agonist = agonists of human TRPML3 channel; HEK293 TRPML3-YFP, Fluo-8 calcium fluorescence; 100% = the carbachol control signal; activation, % at 3 µM; 0.29% of 220,000 active;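 active = activation above its plate's cutoff, the mean activation of the plate's test wells plus 3 SD, cut at about 12% in these data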;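 also: 0% = DMSO only wells and 100% = carbachol wells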
Target sequence (Q8TDD5 whole entry, looked up): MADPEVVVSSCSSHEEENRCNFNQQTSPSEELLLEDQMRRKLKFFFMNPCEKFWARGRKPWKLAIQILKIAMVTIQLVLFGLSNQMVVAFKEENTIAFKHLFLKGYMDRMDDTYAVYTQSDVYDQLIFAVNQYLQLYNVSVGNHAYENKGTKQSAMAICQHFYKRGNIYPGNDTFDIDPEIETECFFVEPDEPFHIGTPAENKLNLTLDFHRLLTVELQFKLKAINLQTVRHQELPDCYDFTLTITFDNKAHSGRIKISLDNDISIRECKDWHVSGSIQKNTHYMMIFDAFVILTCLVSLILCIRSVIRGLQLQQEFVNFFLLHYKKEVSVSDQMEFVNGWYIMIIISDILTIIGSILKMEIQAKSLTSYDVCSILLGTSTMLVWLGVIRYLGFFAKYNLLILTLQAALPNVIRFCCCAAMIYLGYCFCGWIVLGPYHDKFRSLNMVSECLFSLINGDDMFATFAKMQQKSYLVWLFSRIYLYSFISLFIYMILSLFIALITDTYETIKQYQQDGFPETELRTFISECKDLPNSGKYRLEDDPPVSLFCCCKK
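Test system: HEK293 cells stably carrying human TRPML3-YFP; Doses: single dose, 3 µM final nominal compound, 0.3% DMSO final; Schedule: dye loading 1 h 37 °C then 30 min ambient, 125 s read; Technique: Fluo-8 calcium fluorescence; Benchmarks: high control carbachol 87 µM, low control DMSO.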
S1P4 antagonist = antagonists of human S1P4 receptor; inhibition, % at 4.98 µM; 0.26% of 220,000 active; S1P4-expressing cells, antagonist mode, reporter read-out; in the data active = inhibition above about 29%;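 also: 0% = wells stimulated with agonist and 100% = vehicle wells without agonist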
Active calls of the source: *; & = joins results of further samples.

nr	smiles	BaF3 tox	EP2 mod	PERK inh	Calpain2 inh	Ba/F3 V617F tox
1	CCOCc1nnc(NC(=O)c2cc(C(=O)OC)cc([N+](=O)[O-])c2)s1	10	-4	-0.2	-17	4
2	COc1ccc(C2N3CC4(C)CN2CC(C)(C3)C4)cc1OC (centres undefined)	4	4&-1	1.0	11	-3
3	CCN(CC)CCn1c(=S)[nH]c2cc3c(cc2c1=O)OCO3	4	-17	0.4	32	-2
4	O=C(NNc1cc(Cl)ccc1Cl)c1cccs1	-6	-10	1.1	14	3
5	CC(=O)N/C(=C\c1ccc(C)cc1)C(=O)O	4	15	0.5	-19	1
6	Cn1nc(OCc2ccccc2)ccc1=O	8	15	1.3	-15	1
7	Cc1ccc(NC(=O)c2ccc3c(c2)[nH]c(=O)n3C(C)C)cc1	7	-3	1.4	-1	3
8	Cn1c(N)c(C(=O)COC(=O)/C=C/c2ccc(S(=O)(=O)N3CCOCC3)cc2)c(=O)n(C)c1=O	-2	2	1.2	20	-1
9	CC(=O)Oc1ccc(-c2nc(-c3cccnc3)no2)cc1	3	5	0.5	-40	-3
10	Cn1cnnc1Sc1ccc(/C=C/C(=O)c2ccc(O)cc2)cc1[N+](=O)[O-]	2	-52	0.2	16	-1
11	Cc1cc(C)n(-c2ccc(C(=O)NCCCN3CCOCC3)cc2)n1	0	4	0.0	24	1
12	NS(=O)(=O)c1ccc(Nc2nc(-c3ccc(F)cc3)cs2)cc1	10	-33	0.8	6	1
13	O=C(Cn1cc2c(n1)CCCCC2)NCCCN1CCOCC1	3	2	0.8	-18	-3
14	CCOC(=O)c1[nH]ncc1CN1CCN(Cc2ccc(C)cc2)C(CCO)C1 (centres undefined)	0	-14	-0.5	16	4
15	CCN(CCn1cccn1)C(=O)CCc1nnc(CCCc2ccccc2)o1	6	-3	-0.2	-7	-1

nr	TRPN1 ag	S1P4 agonist	TRPML3 agonist	S1P4 antagonist
1	0.9	0.6	0.8	-6
2	2.6	-1.2	0.8	-16
3	-1.0	0.0	0.2	0
4	0.8	0.6	-0.3	18
5	0.6	-2.5	1.4	10
6	0.2	3.5	1.2	7
7	5.2	0.8	1.3	-4
8	1.2	-0.2	0.1	-10
9	-0.4	-0.2	1.4	-7
10	1.3	1.0	0.4	6
11	1.3	-0.4	-0.1	1
12	0.7	-0.4	1.4	8
13	-0.2	-1.2	0.9	-6
14	0.2	0.0	0.5	6
15	44*	2.0	26*	-12

Record cards, from the list above.
Cc1ccc(NC(=O)c2ccc3c(c2)[nH]c(=O)n3C(C)C)cc1 in the list: BaF3 tox = 7; EP2 mod = -3; PERK inh = 1.4; Calpain2 inh = -1; Ba/F3 V617F tox = 3; TRPN1 ag = 5.2; S1P4 agonist = 0.8; TRPML3 agonist = 1.3; S1P4 antagonist = -4
O=C(Cn1cc2c(n1)CCCCC2)NCCCN1CCOCC1 in the list: BaF3 tox = 3; EP2 mod = 2; PERK inh = 0.8; Calpain2 inh = -18; Ba/F3 V617F tox = -3; TRPN1 ag = -0.2; S1P4 agonist = -1.2; TRPML3 agonist = 0.9; S1P4 antagonist = -6
Cc1cc(C)n(-c2ccc(C(=O)NCCCN3CCOCC3)cc2)n1 in the list: BaF3 tox = 0; EP2 mod = 4; PERK inh = 0.0; Calpain2 inh = 24; Ba/F3 V617F tox = 1; TRPN1 ag = 1.3; S1P4 agonist = -0.4; TRPML3 agonist = -0.1; S1P4 antagonist = 1

The listing continues.
nr	smiles	BaF3 tox	EP2 mod	PERK inh	Calpain2 inh	Ba/F3 V617F tox
16	CCOc1ccc(C(=O)Nn2cnnc2)cc1	3	6	0.8	-3	-3
17	O=C(O)CCCC(=O)Nc1ccc(Oc2ncnc3cc(Cl)ccc23)nc1	-1	-39	0.2	-11	1
18	CC(C)CCNC(=O)C(C)N(Cc1ccc(F)cc1)C(=O)c1ccc(CN2CCCCC2)o1 (centres undefined)	6	3	-0.9	1	2
19	OCn1ncn(-c2ccccc2)c1=S	4	9	-0.2	-32	1
20	CCCS(=O)(=O)N1CCN(C(=O)c2ccccc2F)CC1	4	20	0.8	14	-4
21	O=S(=O)(c1cc(Cl)ccc1Cl)n1ccnc1	2	18	1.5	8	-5
22	O=S(=O)(c1ccc2ccccc2c1)N(CC(O)COCc1ccco1)c1ccccc1 (centres undefined)	2	15	-2.1	9	-2
23	O=C(Nc1ccccc1C(F)(F)F)c1cc(S(=O)(=O)N2CCC3(CC2)OCCO3)ccc1F	6	14	-0.2	-2	-1
24	CCOc1cc(/C=N/NC(=O)Nc2ccccc2)ccc1O	12	-7	0.1	8	4
25	CC(=O)NNC(=S)Nc1cccc(F)c1	-3	-25	1.4	-12	2
26	CCOC(=O)CN1C(=O)S/C(=C/c2ccc(O)c([N+](=O)[O-])c2)C1=O	5	-21	0.8	12	-1
27	O=C(O)Cn1c(SCc2cccc3ccccc23)nc2ccccc21	0	-26	0.6	-6	-1
28	COc1ccc(Cc2nnc(N/N=C/c3ccc(O)cc3)[nH]c2=O)cc1OC	4	-19	0.2	8	-5
29	CC(C(=O)N1CCCc2ccccc21)N1CCN(S(=O)(=O)c2ccccc2F)CC1 (centres undefined)	6	-27	-1.9	-3	1
30	C=C(C)c1cccc(C(C)(C)NC(=O)Nc2ccc3[nH]c(=O)[nH]c3c2)c1	-3	-53	0.4	12	-7

nr	TRPN1 ag	S1P4 agonist	TRPML3 agonist	S1P4 antagonist
16	0.7	-0.3	0.7	-23
17	0.9	1.1	0.0	-2
18	-0.6	-0.7	-0.1	-13
19	0.0	0.4	-0.2	1
20	0.3	2.8	0.9	-16
21	1.2	1.0	1.0	3
22	-1.5	-2.8	-1.0	0
23	-0.8	-0.1	0.1	-15
24	-3.0	1.5	-1.8	-2
25	1.1	0.8	0.9	-6
26	3.7	0.3	3.2	-4
27	-0.1	-0.5	-0.3	-4
28	0.0	-0.3	0.4	-9
29	-0.9	-1.5	0.3	1
30	-0.4	0.4	-0.1	-5

(cont.)
nr	smiles	BaF3 tox	EP2 mod	PERK inh	Calpain2 inh	Ba/F3 V617F tox
31	COc1ccc(-c2oc3ncn4nc(COc5ccccc5)nc4c3c2-c2ccc(OC)cc2)cc1	0	13	1.1	-75	-3
32	CCCCC(=O)Nc1cc(OCC)c(NC(=O)c2ccccc2[N+](=O)[O-])cc1OCC	1	27	-0.1	14	-5
33	CC1CCc2c(sc3ncn(Cc4ccc(C(=O)O)cc4)c(=O)c23)C1 (centres undefined)	10	-16	0.3	12	9
34	Cc1[nH]c2ccccc2c1C(=O)C(=O)N1CCN(C)CC1	6	10	0.5	-7	2
35	Cc1ccccc1NC(=S)Nc1ccc2cn[nH]c2c1	5	-43	0.4	3	1
36	O=C(CN(Cc1ccccc1)S(=O)(=O)c1ccccc1)NC1CC1	5	23	0.3	-12	0
37	CCOC(=O)C1=C(C)N=C2c3ccccc3C(=O)C2C1c1ccc(C)cc1 (centres undefined)	4	-12	-0.2	9	-4
38	COc1ccc(NC(=O)/C(C#N)=C\c2ccc(Br)o2)cc1	-1	-5	0.4	-23	-2
39	COC(=O)c1ncccc1SC	11	-5	0.5	-112	7
40	O=C(NCCNc1ccc([N+](=O)[O-])cc1C(F)(F)F)c1ccccc1	9	-11	0.9	7	-1
41	Cc1cccc(-c2onc3ccc(C4(C)OCCO4)cc23)c1	6	35	-0.3	2	1
42	CCOC(=O)N1CCN(c2c(NCCN(C)Cc3ccccc3)c(=O)c2=O)CC1	1	1	0.9	4	-2
43	Cc1ccccc1C(=O)NC(=S)N(C)CCc1ccccn1	-3	19	0.5	-16	1
44	CCCc1cc(Nc2cccc(OCC)c2)n2ncnc2n1	4	30	-0.4	-62	2
45	Cc1cc(NS(=O)(=O)c2ccc(N)cc2)no1	8	16&-9	1.9	-9	-2

nr	TRPN1 ag	S1P4 agonist	TRPML3 agonist	S1P4 antagonist
31	0.8	0.7	0.8	-5
32	0.8	1.1	-0.1	-4
33	0.1	-1.9	1.1	8
34	1.4	1.1	1.4	-11
35	0.7	0.3	0.8	-30
36	-2.3	-1.2	0.0	-6
37	-1.5	-2.2	0.3	-4
38	1.3	2.2	0.4	-26
39	2.9	0.4	0.4	-8
40	0.3	1.0	0.3	-6
41	-1.4	1.2	-0.8	-11
42	-0.1	0.3	0.5	-5
43	0.1	0.3	0.1	5
44	-2.0	-1.4	-1.6	0
45	1.9	2.0	1.2	-28

Remaining list, next part
nr	smiles	BaF3 tox	EP2 mod	PERK inh	Calpain2 inh	Ba/F3 V617F tox
46	COc1cc(NC(=O)c2ccccc2)c(OC)cc1NC(=O)CN1CCOCC1	3	5	-0.4	32	3
47	CC1(C)Cc2c(sc3c2c(=O)n(-c2cccc(Cl)c2)c(=O)n3CC(N)=O)CO1	-2	28	1.3	-19	0
48	Cc1oc(-c2cccs2)nc1CN1CCC(C(=O)N2CCCC2)CC1	8	25	0.7	-42	1
49	O=C(O)c1cccc(N2CCCC2)c1	5	18	1.6	-252	-3
50	CCOC(=O)c1c(CN2CCOCC2)n(-c2ccccc2)c2cc(Br)c(O)c(CN(C)C)c12	1	15	-0.5	-29	-1
51	O=C(NCc1ccco1)C(=O)NCC1OCCN1C(=O)c1ccc(Cl)cc1 (centres undefined)	-2	-1	-1.4	-2	1
52	O=C1c2ccccc2CC1Sc1nnc(-c2ccncc2)o1 (centres undefined)	1	-6	0.5	29	1
53	O=C(NC1CCc2ccccc21)c1cc(COc2c(F)cccc2F)on1 (centres undefined)	3	-41	-0.3	22	2
54	CSCCC(NS(=O)(=O)c1ccc(F)cc1)C(=O)NCc1ccc(S(N)(=O)=O)cc1 (centres undefined)	-4	-2	0.7	-16	-2
55	COc1ccc(CCNC(=O)CCc2nc3ccccc3[nH]2)cc1OC	0	6	0.4	-1	-2
56	Cc1cc(OCC(=O)O/N=C(\N)c2ccccc2)cc(C)c1Cl	4	8	1.3	-23	-1
57	O=C(/C=C/c1ccc[nH]1)c1ccc(F)cc1	2	-43	0.8	1	2
58	Cc1cc(NC(=O)c2ccccc2)ncc1NC(=O)c1cccs1	2	-32&-28	-0.2	-1	-2
59	C/C(=N\NC(=S)Nc1ccccc1C)c1ccc(O)cc1	5	-2	1.3	-3	-1
60	Cc1cccc(-c2nsc(SCC(=O)c3ccc(Cl)cc3)n2)c1	4	49	2.1	18	0
61	CCN1CCN(CC(O)COc2ccc(C)c(C)c2)CC1 (centres undefined)	10	-12	0.6	-8	3
62	CC(=O)Nc1ccccc1/C=C/c1ccc2c(C)ccc(O)c2n1	-1	-24	-0.7	-11	-3

nr	TRPN1 ag	S1P4 agonist	TRPML3 agonist	S1P4 antagonist
46	0.7	-2.1	0.3	1
47	-0.2	-1.2	0.5	-8
48	-1.3	-0.2	1.2	-4
49	-0.8	-1.2	0.5	3
50	0.0	0.6	0.5	-3
51	0.1	1.0	-0.1	12
52	0.2	1.0	0.7	-8
53	-1.0	1.0	-1.2	4
54	2.9	0.2	0.0	6
55	0.2	-0.8	0.4	4
56	0.0	3.4	-0.7	-12
57	1.8	3.5	1.1	0
58	0.8	1.1	1.1	4
59	-0.5	0.0	0.6	-8
60	-0.3	2.4	0.7	-13
61	0.1	-1.4	1.1	-4
62	-0.2	1.9	0.2	-7
